POLI inh: DNA polymerase iota (human) inhibition; Pol iota fluorescent replication assay, 10 min; Potency, µM (titrated, usually from 115 µM), without a hit: top-dose activity, negative = inhibition, usual class: inhibitors; hit rate 1% among 390,000; also: potency is read from the fitted curve at half-maximal effect
Target sequence (Q9UNA4 whole entry, looked up): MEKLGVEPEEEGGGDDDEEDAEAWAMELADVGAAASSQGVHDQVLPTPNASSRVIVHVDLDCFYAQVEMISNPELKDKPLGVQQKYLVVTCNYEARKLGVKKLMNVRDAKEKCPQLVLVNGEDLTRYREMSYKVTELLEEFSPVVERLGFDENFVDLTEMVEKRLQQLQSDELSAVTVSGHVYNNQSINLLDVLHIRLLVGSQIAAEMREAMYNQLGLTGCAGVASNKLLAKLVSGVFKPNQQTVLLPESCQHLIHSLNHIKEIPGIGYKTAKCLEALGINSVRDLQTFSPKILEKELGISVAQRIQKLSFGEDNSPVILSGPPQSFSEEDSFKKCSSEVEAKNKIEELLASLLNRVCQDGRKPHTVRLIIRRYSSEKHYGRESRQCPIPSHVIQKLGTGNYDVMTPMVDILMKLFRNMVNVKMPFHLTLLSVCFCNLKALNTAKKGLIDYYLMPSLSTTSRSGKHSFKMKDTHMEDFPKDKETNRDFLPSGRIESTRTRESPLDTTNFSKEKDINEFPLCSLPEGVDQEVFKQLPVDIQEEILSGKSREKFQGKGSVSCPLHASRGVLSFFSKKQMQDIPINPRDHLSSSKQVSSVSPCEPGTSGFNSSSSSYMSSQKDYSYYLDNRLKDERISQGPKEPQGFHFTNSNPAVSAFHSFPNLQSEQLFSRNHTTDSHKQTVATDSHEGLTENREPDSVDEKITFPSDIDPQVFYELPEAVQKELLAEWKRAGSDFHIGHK
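Pol iota at 10 nM preincubated 15 min with compounds at room temperature; reaction started with fluorescent substrate, 50 nM final. Fluorescence read kinetically at 0 and 10 min; buffer-only wells as negative control.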
RXFP1 antag: antagonists of human relaxin receptor RXFP1 | HEK293-RXFP1, relaxin-stimulated cAMP HTRF, 30 min; stronger effect = lower value | activity change, negative = inhibition, % at 57.5 µM | Q9HBX9 | hit rate 0.59% among 350,000;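 active = activity change of -60% or lower, but not beyond a set lower limit; inconclusive = change between -60% and -40%, or beyond the set limit; inactive = change above -40%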; also: % is scaled to controls: 0 for no effect and ±100 for the full control effect
POLB inh: inhibitors of human DNA polymerase beta | Potency, µM (doses to about 114 µM), for the others: at the top dose activity change, negative = inhibition, most hits filed as inhibitors | Pol beta primer extension/strand displacement, fluorescence kinetic | AID 485314 | P06746 | hit rate 1.3% among 340,000; also: potency is read from the fitted curve at half-maximal effect; % is scaled to controls: 0 for no effect and ±100 for the full control effect
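Pol beta (10 nM) was preincubated with compound for 15 min at room temperature. The reaction was then started with 50 nM substrate and read immediately and after a further 10 min at room temperature.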
POLK inh: blocks human DNA polymerase kappa activity. Q9UBT6. hit rate 0.53% among 400,000. purified Pol kappa, fluorescent DNA synthesis assay, 10 min. AID 588579. Potency, µM (series often up to 107 µM), without a hit: top-dose activity, negative = inhibition, usual class: inhibitors; also: potency is read from the fitted curve at half-maximal effect; % is scaled to controls: 0 for no effect and ±100 for the full control effect
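Kinetic fluorescence readout at 0 and 10 min followed reaction start with substrate at 50 nM final. Beforehand, enzyme (10 nM Pol kappa) stood 15 min with compound at room temperature; buffer-only wells were negative controls.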
PGK inhibitor: inhibitors of T. brucei phosphoglycerate kinase; Potency, µM (series often up to 57.5 µM), inactives show top-dose activity change, negative = inhibition, actives largely listed as inhibitors; P07378; hit rate 0.043% among 380,000; PGK/GAPDH coupled, Kinase-Glo luminescence, 60 min; also: potency is read from the fitted curve at half-maximal effect; % is scaled to controls: 0 for no effect and ±100 for the full control effect; nearly all actives have a fitted effect of over 60% in size
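Recombinant glycosomal PGK reaction used 1,3-bisphosphoglycerate generated in-well by GAPDH (100nM final) in 100mM TEA pH 7.6, 5mM MgCl2, 0.01% Tween-20. After 60 minutes at room temperature, ATP was read by Kinase-Glo Plus luminescence end-point.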
BLM helicase inh: blocks DNA unwinding by human BLM helicase; P54132; recombinant BLM DNA unwinding, fluorescence dequenching; Potency, µM (titrated, usually from 56.1 µM), without a hit: at the highest dose activity change, negative = inhibition, actives largely listed as inhibitors; hit rate 0.2% among 350,000; AID 2528;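 also: potency is read from the fitted curve at half-maximal effect; plate controls were vehicle for no effect and no enzyme for full effect; nearly all actives have a fitted effect of over 35% in size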
APE1 inh: inhibitors of human APE1 endonuclease. P27695. recombinant APE1, TAMRA/BHQ-2 abasic DNA cleavage fluorescence. Potency, µM (highest dose often 65.8 µM), inactives show top-dose activity change, negative = inhibition, usual class: inhibitors. hit rate 0.35% among 350,000;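 also: potency is read from the fitted curve at half-maximal effect; plate controls were vehicle for no effect and reference inhibitor for full effect; nearly all actives have a fitted effect of over 55% in size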
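Quantitative HTS: incision of a TAMRA/BHQ-2 double-stranded substrate bearing a tetrahydrofuran abasic site by 0.75 nM APE1 raises fluorescence. Substrate 50 nM final, added after 15 min compound preincubation at room temperature; progress as third-minus-first kinetic read difference.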
POLH inh: blocks human DNA polymerase eta activity; Q9Y253; recombinant Pol eta, fluorescent DNA replication assay; Potency, µM (doses to about 114 µM), without a hit: top-dose activity change, negative = inhibition, hits mostly inhibitors; hit rate 1.2% among 390,000; AID 588591; also: potency is read from the fitted curve at half-maximal effect; % is scaled to controls: 0 for no effect and ±100 for the full control effect
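Pol eta (10 nM) was preincubated with compounds for 15 min at room temperature, after which fluorescent replication substrate (50 nM final) was added to start the reaction. Fluorescence was read kinetically at 0 and 10 min.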
Anesthetic bind: candidate novel general anesthetic via apoferritin binding | AID 485281 | Potency, µM (titrated, usually from 77.5 µM), inactives show at the top dose activity change, negative = displacement, usual class: inhibitors | hit rate 0.074% among 350,000 | apoferritin/1-aminoanthracene competitive binding, fluorescence; also: potency is read from the fitted curve at half-maximal effect; % is scaled to controls: 0 for no effect and ±100 for the full control effect; nearly all actives have a fitted effect of over 20% in size
Target sequence (P02791 2-175 limits assumed): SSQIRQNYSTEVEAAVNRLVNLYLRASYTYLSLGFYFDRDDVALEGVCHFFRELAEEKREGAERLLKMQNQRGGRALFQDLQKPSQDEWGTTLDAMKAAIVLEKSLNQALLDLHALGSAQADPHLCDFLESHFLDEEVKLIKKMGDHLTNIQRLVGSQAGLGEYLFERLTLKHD
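Concentration-response curves derived by four-parameter Hill fitting of normalized fluorescence, where compounds displaced 1-AMA from 10 uM horse apoferritin following a brief 10 min room-temperature incubation; propofol titration acted as positive control.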
Starred values were filed as active, the others as inactive; i = inactive; ? = inconclusive; . = not tested or not shown; & = joins results of further samples; [ ] = remark or other dose. Unless noted, calls follow the shape of the dose curve; as a rule, active = well fitted curve in the direction sought with a large enough effect; inconclusive = small, poorly fitted or top-dose-only effect, or another doubt; inactive = no such curve, though single readings can be large; an effect the other way counts as inactive or inconclusive.

SMILES | POLI inh | RXFP1 antag | POLB inh | POLK inh | PGK inhibitor | BLM helicase inh | APE1 inh | POLH inh | Anesthetic bind
CC(=O)NC(CCS(C)(=O)=O)C(=O)Nc1cccc2ccccc12 (stereo not given) | 50%[activator] | 1 | -1% | 3% | -7% | -3% | 2% | -17% | 0%
CCCC1(c2ccccc2)NC(=O)N(CC(=O)Nc2cc(C)ccc2OC)C1=O (stereo not given) | 45%[activator] | 0 | 39% | -2% | -3% | -7% | 25% | ? | -18%
Cc1ccc(C(=O)Nc2ccnc(-c3ccncc3)n2)cc1 | 24% | -2 | ? | 2% | i | -4% | -9% | -20% | -6%
Cc1ccc(S(=O)(=O)Nc2cc3c(cc2C)n(C)c(=O)c(=O)n3C)cc1 | 12% | . | -1% | 0% | -24% | 3% | . | -13% | -3%
C=C(C)c1nc2cc(OC)c(OC)cc2c(=O)o1 | -1% | 10 | -1% | 3% | -4% | -2% | 5% | -11% | -1%
COc1ccc(N(CC(C)C)S(=O)(=O)c2nnc(NC(=O)c3ccco3)s2)cc1 | ? | ? | 0%&-27% | -18%&-9% | -4%&-2% | -6%&-1% | -12% | 79µM* | ?
O=S(=O)(c1ccc(-c2cnc(C3CC3)o2)cc1)N1CCN(c2cccc(Cl)c2)CC1 | -20% | . | 2% | -11%[60.1 µM] | i | -2% | . | -10% | -14%
Cc1cccc(C(=O)NC2CCN(CC(=O)N3CCOCC3)CC2)c1 | -5% | 3 | -22% | -11% | -5% | 0% | -2% | 2% | -1%
Cc1ccc2c(c1)C1CC(C)(O2)N(c2cccc(C(=O)N3CCN(c4ccccn4)CC3)c2)C(=O)N1 (stereo not given) | 13% | -10 | 13% | 8% | -1% | 2% | 57%[activator] | -14% | -18%
CCOC(=O)C(NC(=O)c1ccccc1)(OCc1ccc(F)cc1)C(F)(F)F (stereo not given) | 141%[activator] | -27 | 17% | -9% | 5% | -3% | -1% | -27% | 7%
CN1C(=O)/C(=C/C=C2\SCCN2C)SC1=S | . | . | 1% | . | . | -2% | 11% | . | 1%
C/C(CC(=O)Nc1ccc(N(C)C)cc1)=N\NC(=O)c1ccc([N+](=O)[O-])cc1 | 34%[activator] | -10 | -15% | 13% | -16% | 1% | -19% | -16% | ?
CCN1CCc2c(sc(NC(=O)CN3C(=O)c4ccccc4C3=O)c2C(N)=O)C1 | 14% | 5 | 2% | -19% | -2% | 0% | 4% | -22% | -13%
C/C(O)=C(\N=Nc1cc(C)ccc1O)C(N)=O | 9% | -3 | -16% | -6% | -6% | -1% | 1% | -12% | -22%
CCOc1ccc(S(=O)(=O)N(CC(=O)NCC(F)(F)F)Cc2ccco2)cc1 | 10% | -4 | 46% | -7% | -8% | 0% | 29% | -18% | -4%
COC(OC)c1ccc(C#N)c(=O)[nH]1 | 30%[activator] | 0 | 1% | 6% | i | -6% | -3% | 8% | -4%
O=C(CSc1nc(C(F)(F)F)cc(=O)[nH]1)N1CCOCC1 | 33%[activator] | 1 | . | -11% | -5% | . | 2% | -8% | .
C/C(CC(=O)Nc1ccc(Cl)cc1)=N\NC(=O)C(=O)NCCO | 180%[activator] | 4 | -5% | -17% | -4% | 1% | 6% | 1% | 13%
COC(CNC(=O)c1ccc(-n2c(=S)[nH]c3ccccc3c2=O)cc1)OC | 71%[activator] | -75* | 1% | -6% | -6% | -1% | 14% | 0% | -7%
COc1cc(OC)cc(C(=O)OCC(=O)c2cc(C)n(CC3CCCO3)c2C)c1 (stereo not given) | 12% | -13 | . | -8% | 0% | . | -8% | -13% | .
CCC(C(=O)OCC(=O)Nc1ccccc1-c1ccccc1)c1ccccc1 (stereo not given) | 5% | 21 | 2% | -8% | 17% | -13% | -7% | -14% | 1%
COc1ccc(C)cc1NC(=O)CO/N=C(\N)CC(=O)NC1CCCCC1 | 19% | -5 | . | -13% | -2% | . | -16% | -16% | .
O=C(Nc1ccccc1N1CCN(c2ccccc2)CC1)c1cccc(F)c1 | 22% | -8 | -13% | -8% | i | -7% | ? | -11% | 7%
COc1ccc(-c2nnc(SCC(=O)NCc3ccccc3)nc2-c2ccc(OC)c(OC)c2)cc1OC | ? | 1 | -4% | -13%[60.1 µM] | -10% | -3% | . | -10% | ?
CN(C)S(=O)(=O)c1ccc(N2CCCC2)c(C(=O)OCC(=O)NC2CCCCC2)c1 | 2% | -1 | . | -6% | 10% | . | 0% | -12% | .

Following part.
SMILES | POLI inh | RXFP1 antag | POLB inh | POLK inh | PGK inhibitor | BLM helicase inh | APE1 inh | POLH inh | Anesthetic bind
CN(C)c1ccc(-c2cc(NCc3cccnc3)ncn2)cc1 | . | . | . | -11%[60.1 µM] | . | 1% | 9% | . | 0%
N#Cc1nc(-c2ccccc2)oc1NCCCn1ccnc1 | -6% | -12 | 10% | -9% | -1% | 3% | 0% | -17% | -7%
COc1ccc(C(=O)Nc2ccc3nc(N4CCC(C)CC4)cc(C)c3c2)cc1 | -10% | . | 27% | -7% | 2% | -4% | . | -12% | 8%
O=C(CCS(=O)(=O)c1cc2c3c(c1)CCN3C(=O)CC2)NCc1ccc(F)cc1 | 10% | . | 9% | 25% | -1% | 0% | . | -2% | -4%
COC(=O)c1c(NC(=O)CCCOc2cccc(C)c2)sc2c1C(C(=O)OC)CC2 (stereo not given) | ? | -13 | 0% | -23% | 1% | -12% | . | -9% | 45%[activator]
Cc1ccc(OCC(=O)NNC(=S)NC(=O)C2CC2)c(C)c1 | . | . | 1% | . | . | -3% | -2% | . | -5%
Cc1ccc(OCC(=O)Nc2cc(-c3cccc(C)c3)nn2-c2ccccc2)cc1 | 8% | . | -10% | -2%[60.1 µM] | -6% | -3% | . | -20% | -2%
CC(C)C12CN3CC(C(C)C)(CN(C1)C3c1ccc3c(c1)OCO3)C2=O (stereo not given) | -30% | -7 | -9% | -5% | . | -4% | -3% | -9% | 6%
Cc1noc(C)c1C(=O)OCC(=O)Nc1cc(S(=O)(=O)N2CCOCC2)ccc1Cl | . | . | 4% | . | . | -2% | 11% | . | -7%
C[C@H](CO)N1C[C@H](C)[C@@H](CN(C)C(=O)Nc2ccc3c(c2)OCO3)Oc2c(NC(=O)Nc3ccc(C(F)(F)F)cc3)cccc2C1=O | -8% | . | . | 3% | -5% | . | -9% | ? | .
CC(=O)Nc1ccc2c(c1)C(=O)N(c1cccc(C)c1)C2=O | 40%[activator] | -2 | -2% | -7% | -2% | 0% | 3% | -8% | 1%
COc1ccc(-c2c[n+](CC(=O)c3ccccc3)c3n2CCCCC3)cc1 | -4% | 4 | 21% | -15% | -11% | -7% | 12% | -15% | 0%
Cc1ccc(C)c(Nc2c([N+](=O)[O-])cc(C(=O)N3CC(=O)Nc4ccccc43)cc2[N+](=O)[O-])c1 | -12% | -13 | 22% | 4% | -9% | -15% | 10% | -18% | ?
CN(C)S(=O)(=O)c1ccc(C(=O)Nc2cc(=O)n(C)c(=O)n2C)cc1 | 21% | 11 | -1% | -13% | i | 2% | -2% | -15% | 2%
CCOc1ccc(S(=O)(=O)Nc2ccccc2C(=O)N2CCCC2)cc1 | 22% | -31 | 1% | -7% | -8% | -5% | -2% | -10% | -8%
CCOC(=O)c1ccccc1NC(=O)Cn1cnc2c(cnn2-c2ccc(OC)cc2)c1=O | 34%[activator] | -12 | . | -3% | 2% | . | . | -17% | .
CN(C(=O)c1cccc(NC(=O)Cc2ccc(NC(=O)C3CCCN(S(=O)(=O)c4cccc([N+](=O)[O-])c4)C3)cc2)c1)C1CCC1 (stereo not given) | 36%[activator] | . | . | 5% | -9% | . | . | -17% | .
Cc1ccc(/C=C/C(=O)c2c(C)nc3ccccn23)cc1 | -7% | -10 | 20% | 6% | -6% | 0% | -4% | -12% | ?
COc1ccc(-c2oc3ccccc3c2C(=O)Oc2ccccc2)cc1 | -6% | . | 27% | -6% | -8% | -4% | -6% | -5% | 25%
COc1ccc(NC(=O)C2CCOC(C)(C)C2)cc1 (stereo not given) | 55%[activator] | 0 | 37%[activator] | -14% | -7% | 0% | -7% | -9% | -3%
CCC(C)[C@H](NC(=O)Nc1cccc(OC)c1)C(=O)OC (stereo not given in full) | 14% | 16 | 0% | 0% | -6% | 0% | 2% | -2% | -22%
N#Cc1ccc(OCC(=O)OCC(=O)NC2CC2)cc1 | 19% | 3 | . | -2% | -5% | . | 3% | -3% | .
CCOC(=O)c1cc(-c2ccccc2)n(-c2cccc(C(=O)Nc3cc(OC)cc(OC)c3)c2)c1C | 8% | -11 | 0% | -9%[60.1 µM] | -9% | -5% | . | -6% | -12%

Part of the list above, tab-delimited.
SMILES	POLI inh	RXFP1 antag	POLB inh	POLK inh	PGK inhibitor	BLM helicase inh	APE1 inh	POLH inh	Anesthetic bind
CCN1CCc2c(sc(NC(=O)CN3C(=O)c4ccccc4C3=O)c2C(N)=O)C1	14%	5	2%	-19%	-2%	0%	4%	-22%	-13%
C/C(O)=C(\N=Nc1cc(C)ccc1O)C(N)=O	9%	-3	-16%	-6%	-6%	-1%	1%	-12%	-22%
CCOc1ccc(S(=O)(=O)N(CC(=O)NCC(F)(F)F)Cc2ccco2)cc1	10%	-4	46%	-7%	-8%	0%	29%	-18%	-4%
COC(OC)c1ccc(C#N)c(=O)[nH]1	30%[activator]	0	1%	6%	i	-6%	-3%	8%	-4%
O=C(CSc1nc(C(F)(F)F)cc(=O)[nH]1)N1CCOCC1	33%[activator]	1	.	-11%	-5%	.	2%	-8%	.
C/C(CC(=O)Nc1ccc(Cl)cc1)=N\NC(=O)C(=O)NCCO	180%[activator]	4	-5%	-17%	-4%	1%	6%	1%	13%
COC(CNC(=O)c1ccc(-n2c(=S)[nH]c3ccccc3c2=O)cc1)OC	71%[activator]	-75*	1%	-6%	-6%	-1%	14%	0%	-7%

Compound activity from PubChem.

These rows are one share of the data; rates above refer to the full screens.
